Screening data (PubChem BioAssay)
Pol eta inh: DNA polymerase eta (human) inhibition; Q9Y253; recombinant Pol eta, fluorescent DNA replication assay; Potency, µM (titrated, usually from 114 µM), for inactives: at the top dose activity change, negative = inhibition, actives largely listed as inhibitors; 390,000 tested, 1.2% active; further: potency means the concentration at half of the fitted maximal effect; on the % scale 0 is the no-effect control and ±100 the full control effect
Target sequence (Q9Y253 whole entry, looked up): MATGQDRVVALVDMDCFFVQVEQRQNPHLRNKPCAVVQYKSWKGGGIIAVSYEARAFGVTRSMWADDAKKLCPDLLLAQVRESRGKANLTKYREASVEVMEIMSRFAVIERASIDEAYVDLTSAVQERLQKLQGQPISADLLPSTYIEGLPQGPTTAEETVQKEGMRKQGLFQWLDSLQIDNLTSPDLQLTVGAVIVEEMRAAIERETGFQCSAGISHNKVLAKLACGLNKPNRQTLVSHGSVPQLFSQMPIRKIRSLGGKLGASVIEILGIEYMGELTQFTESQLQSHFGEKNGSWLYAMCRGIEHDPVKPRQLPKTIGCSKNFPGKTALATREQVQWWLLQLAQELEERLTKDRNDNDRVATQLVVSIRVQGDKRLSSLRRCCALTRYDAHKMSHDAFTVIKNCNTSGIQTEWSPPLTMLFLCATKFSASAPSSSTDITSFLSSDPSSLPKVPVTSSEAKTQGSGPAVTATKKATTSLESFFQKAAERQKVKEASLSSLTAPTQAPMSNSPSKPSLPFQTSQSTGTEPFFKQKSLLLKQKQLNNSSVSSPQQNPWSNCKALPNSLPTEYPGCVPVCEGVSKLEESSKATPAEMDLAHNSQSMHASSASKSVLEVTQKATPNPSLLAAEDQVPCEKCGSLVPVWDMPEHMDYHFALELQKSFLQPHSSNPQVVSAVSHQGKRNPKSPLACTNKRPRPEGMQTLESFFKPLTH
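Pol eta at 10 nM preincubated with compounds 15 min at room temperature; reaction started with fluorescent substrate (50 nM final) and read kinetically at 0 and 10 min.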
Anesthetic bind: candidate novel general anesthetic via apoferritin binding; P02791; apoferritin/1-aminoanthracene competitive binding, fluorescence; Potency, µM (series often up to 77.5 µM), for the others: top-dose activity change, negative = displacement, actives largely listed as inhibitors; 350,000 tested, 0.074% active; further: potency means the concentration at half of the fitted maximal effect; on the % scale 0 is the no-effect control and ±100 the full control effect; nearly all actives have a fitted effect of over 20% in size
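10 uM apoferritin + 50% sat. 1-AMA, PBS; cpd 10 min RT; Ex380/Em535 endpoint; normalized to free probe vs complex; 4-param Hill fit; propofol titration as pos. ctrl.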
POLI inh: blocks human DNA polymerase iota activity | Q9UNA4 | Pol iota fluorescent replication assay, 10 min | Potency, µM (titrated, usually from 115 µM), for inactives: at the highest dose activity, negative = inhibition, most hits filed as inhibitors | 390,000 tested, 1% active | AID 588590; further: potency means the concentration at half of the fitted maximal effect
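Pol iota at 10 nM preincubated 15 min with compounds at room temperature; reaction started with fluorescent substrate, 50 nM final. Fluorescence read kinetically at 0 and 10 min; buffer-only wells as negative control.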
APEX1 inh: inhibitors of human APE1 endonuclease | P27695 | recombinant APE1, TAMRA/BHQ-2 abasic DNA cleavage fluorescence | Potency, µM (doses to about 65.8 µM), without a hit: top-dose activity change, negative = inhibition, most hits filed as inhibitors | 350,000 tested, 0.35% active;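 further: potency means the concentration at half of the fitted maximal effect; plate controls were vehicle for no effect and reference inhibitor for full effect; nearly all actives have a fitted effect of over 55% in size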
Target sequence (P27695 whole entry, looked up): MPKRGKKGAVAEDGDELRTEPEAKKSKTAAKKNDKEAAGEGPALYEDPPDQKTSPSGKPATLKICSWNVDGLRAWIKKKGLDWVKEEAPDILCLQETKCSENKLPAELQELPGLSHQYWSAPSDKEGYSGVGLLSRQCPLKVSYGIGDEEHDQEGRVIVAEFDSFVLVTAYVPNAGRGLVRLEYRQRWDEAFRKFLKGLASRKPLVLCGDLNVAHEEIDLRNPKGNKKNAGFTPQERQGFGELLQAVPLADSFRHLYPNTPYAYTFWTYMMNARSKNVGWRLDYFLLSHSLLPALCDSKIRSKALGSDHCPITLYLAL
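Readout is kinetic fluorescence (ex 525, em 598 nm) from cleavage of 50 nM TAMRA/BHQ-2 THF abasic duplex by 0.75 nM APE1, compound added 15 min beforehand at RT.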
Glioma ERSR ind: inducers of ER stress response in human glioma cells; U87-MG GRP78 promoter luciferase reporter, 16 h; Potency, µM, for the others: at the highest dose activation, most hits filed as activators; 420,000 tested, 0.02% active; further: potency means the concentration at half of the fitted maximal effect; series mostly up to about 76 µM; % of control where 0% means no effect; nearly all actives have a fitted effect of over 35% in size
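Stably transfected U87-MG human glioma cells carrying a GRP78-based luminescent sensor were seeded at 1000 cells/well, pin-dosed with compounds and incubated 16 h. Luciferase reagent was then added, and end-point luminescence was read after 10 min at room temperature.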
LDHA block: inhibitors of human lactate dehydrogenase A | P00338 | purified LDHA, NADH/diaphorase-resazurin fluorescence; hits give low values | activity change, % (values are at about 110 or 230 µM) | 480,000 tested, 0.15% active | AID 1347041; in the data active means activity change below about -30%; inconclusive means mostly about -25% to -30%;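 further: plate controls were DMSO wells for no effect and wells without enzyme for full effect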
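Enzyme activity of human lactate dehydrogenase 5 (2 nM; 0.06 mM NADH, 0.2 mM pyruvate, 5 min, RT) is measured via a resazurin/diaphorase fluorescence readout of residual NADH.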
POLK inh: DNA polymerase kappa (human) inhibition; 400,000 tested, 0.53% active; Potency, µM (titrated, usually from 107 µM), for the others: top-dose activity, negative = inhibition, actives largely listed as inhibitors; Q9UBT6; purified Pol kappa, fluorescent DNA synthesis assay, 10 min; further: potency means the concentration at half of the fitted maximal effect; on the % scale 0 is the no-effect control and ±100 the full control effect
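10 nM Pol kappa was preincubated with compounds for 15 min at room temperature. Reaction started with 50 nM (final) substrate. Fluorescence read kinetically at 0 and 10 min.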
BLM helicase inh: blocks DNA unwinding by human BLM helicase; P54132; recombinant BLM DNA unwinding, fluorescence dequenching; Potency, µM (titrated, usually from 56.1 µM), without a hit: at the top dose activity change, negative = inhibition, hits mostly inhibitors; 350,000 tested, 0.2% active; AID 2528;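 further: potency means the concentration at half of the fitted maximal effect; plate controls were vehicle for no effect and no enzyme for full effect; nearly all actives have a fitted effect of over 35% in size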
POLB inh: DNA polymerase beta (human) inhibition; P06746; Pol beta primer extension/strand displacement, fluorescence kinetic; Potency, µM (titrated, usually from 114 µM), inactives show at the highest dose activity change, negative = inhibition, most hits filed as inhibitors; 340,000 tested, 1.3% active; AID 485314; further: potency means the concentration at half of the fitted maximal effect; on the % scale 0 is the no-effect control and ±100 the full control effect
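Homogeneous kinetic assay of primer extension and strand displacement by 10 nM Pol beta, preincubated 15 min at room temperature with compound before 50 nM substrate (final) was added. Read at 0 and 10 min; four-parameter Hill fit.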
* marks the source's active call; other numbers are inactive results; u = inconclusive; x = no result given; & = joins results of further samples; [ ] = another dose, or the depositor's remark. Unless noted, the call rests on the fitted dose curve; in most records, active means well fitted curve in the direction sought with a large enough effect; inconclusive means small, poorly fitted or top-dose-only effect, or another doubt; inactive means no such curve, though single readings can be large; an effect the other way counts as inactive or inconclusive. These rows are one share of the data, so the mix of outcomes need not match the whole.

The line under a structure holds: Pol eta inh | Anesthetic bind | POLI inh | APEX1 inh | Glioma ERSR ind | LDHA block | POLK inh | BLM helicase inh | POLB inh
Cn1nnnc1SCCCNCc1cccc(OCc2ccc(F)cc2)c1
→ -19.2% | u | -8.9% | x | -0.4% | -6.8 | -12.8% | 4.0% | 8.7%
Cc1cccc(NC(=O)CNC(=O)c2cccs2)n1
→ 1.9% | x | 23.4% | 10.2% | 3.6% | -3.8 | -9.3% | x | x
CCN(CC(=O)Nc1ccc(NC(C)=O)cc1)C(=O)/C=C/c1ccc(S(=O)(=O)N2CCCCCC2)cc1
→ -19.6% | -21.1% | 21.0% | 3.8% | -1.7% | -8.3 | -21.4% | -4.7% | 6.3%
COCCNC(=O)C1CCN(S(=O)(=O)c2ccc3c(c2)CCCN3C(C)=O)CC1
→ -14.5% | 0.2% | 26.1% | x | -7.6% | -1.6 | -5.3%[60.1 µM] | 0.4% | 4.5%
CC(=O)Nc1cccc(NC(=O)CSc2ncc(-c3ccc(Cl)cc3)n2Cc2ccco2)c1
→ -8.2% | 0.1% | u | -1.6% | -13.1% | -1.1 | -3.5% | -14.2% | 10.3%
O=C(NC(Cc1ccccc1)C(=O)O)/C(=C\c1ccc(F)cc1)NC(=O)c1ccco1 (configuration not stated)
→ -0.8% | 3.0% | 16.6% | 1.2% | -2.9% | -1.5 | -2.9% | -0.7% | 19.3%
O=C(Nc1ccccc1N1CCCCC1)c1ccc(-c2ccc(Cl)cc2)o1
→ -20.4% | -13.2% | 168.5%[activator] | 2.4% | -4.6% | -1.3 | -3.8% | -10.9% | 11.1%
CCN(CC)C(=O)CSc1nc2ccccc2c(=O)n1CCC(=O)NCCc1ccc(OC)c(OC)c1
→ -24.5% | -4.2% | 65.1%[activator] | 7.7% | -1.2% | -5.8 | -4.1% | 1.6% | 1.4%
O=C(NCCO)C(=O)NCC1OCCCN1S(=O)(=O)c1cc(F)ccc1F (configuration not stated)
→ -8.0% | -5.9% | 21.5% | 1.7% | -4.2% | -5.5 | -0.7% | -0.5% | 37.4%
Nc1nc2nonc2nc1N
→ -16.3% | -5.2% | 77.3%[activator] | -1.0% | -4.9% | 0.6 | -13.8% | -0.1% | 87.0%
CCS(=O)(=O)c1ncc(N(Cc2ccccc2)Cc2ccco2)c(C(=O)Nc2ccccc2C)n1
→ -21.5% | -10.7% | 33.2%[activator] | x | -4.5% | -9.1 | -18.0% | -5.0% | -13.1%
O=c1/c(=C\c2ccc3c(c2)OCO3)sc2n1CCCN=2
→ 1.6% | u | 21.7% | -4.4% | -2.2% | -4.8 | 2.1% | 1.6% | -1.2%
Cc1cc(C)cc(OC(=O)C23CCC(C)(C(=O)O2)C3(C)C)c1 (configuration not stated)
→ 0.6% | u | 39.7%[activator] | 2.9% | -2.9% | -0.9 | -21.3% | -5.8% | 4.3%
COc1ccc(-c2nnc(SCC(=O)Nc3sc4c(c3C#N)CCC4)n2CC2CCCO2)cc1 (configuration not stated)
→ u | -18.6% | u | -2.0% | -3.7% | -9.7 | -16.0% | -5.6% | u
N#CCCn1c(=O)c(CCc2ccccc2)nc2cnc(Nc3ccccc3)nc21
→ x | x | x | 26.9% | -3.7% | x | 3.3%[60.1 µM] | -0.2% | x
O=[N+]([O-])c1ccc(CN2CCOCCOCCN(Cc3ccc([N+](=O)[O-])cc3)CCOCC2)cc1
→ -13.5% | -10.3% | -2.0% | 3.9% | -5.9% | -4.9 | -7.7% | -3.2% | 11.2%
COc1cc(C2C(C#N)=C(N)Oc3cc(C)n(CC4CCCO4)c(=O)c32)cc2c1OCO2 (configuration not stated)
→ 5.0% | -3.8% | 5.6% | 5.8% | -2.7% | -1.3 | -12.8% | -4.7% | 42.2%
CC(OC(=O)Cc1n[nH]c(=O)c2ccccc12)C(=O)Nc1cc(Cl)cc(Cl)c1 (configuration not stated)
→ -9.2% | x | 58.2%[activator] | -13.9% | -3.1% | -4.4 | 9.6% | x | x
O=C(NC(=S)NCc1ccccc1)c1ccccc1Br
→ -8.3% | u | 127.3%[activator] | 18.0% | 5.9% | -9.9 | 0.3% | -10.1% | -15.5%
CSC(=NC#N)N1CCN(c2ccccn2)CC1
→ -5.5% | -12.0% | 75.7%[activator] | 5.1% | 4.5% | -7.0 | 2.1% | -0.9% | 11.0%
COC(C(=O)NC1CCCCCCC1)c1ccccc1 (configuration not stated)
→ -3.9% | -7.3% | -1.5% | -1.3% | -3.8% | -3.3 | 0.8% | 1.5% | 24.7%
CCCCNC(=O)N1CCOCCOCCN(C(=O)NCCCC)CCOCC1
→ -2.9% | -8.7% | -6.2% | -1.5% | -3.5% | -2.1 | -11.0% | -5.2% | -0.7%
Cn1cccc1C(=O)OCC(=O)c1cc2ccccc2o1
→ -13.4% | u | u | -3.7% | 3.5% | -6.2 | -36.1% | -11.1% | u
Cc1cccc(CNc2cc(-c3ccc(C(=O)N(C)C)cc3)ncn2)c1
→ x | -17.1% | x | 3.1% | -2.4% | x | -12.2%[60.1 µM] | 1.6% | x
Cc1cc(C)cc(-n2c(C)cc(C(=S)N3CCOCC3)c2C)c1
→ -1.2% | 3.8% | 153.6%[activator] | 1.4% | 0.7% | -11.6 | -5.7% | 5.6% | 1.3%
O=C(CC1Oc2ccccc2NC1=O)NCCc1ccccc1 (configuration not stated)
→ -9.4% | -16.8% | 9.4% | -2.1% | -3.3% | -9.7 | -0.1% | 1.5% | -3.3%
CC(=O)NC12CC3CC(C1)CC(C(=O)NCc1ccc(C)cc1)(C3)C2
→ 5.8% | -17.3% | -8.3% | 10.5% | -3.0% | -0.5 | -0.3% | 1.5% | 0.5%
OC(CNC1CCCC1)COCCOc1ccc(Br)cc1 (configuration not stated)
→ 7.0% | -1.1% | 28.9% | 5.0% | -3.1% | -10.0 | -7.4% | 2.0% | -9.6%
CS(=O)(=O)c1ccc(S(=O)CC(=O)Oc2ccc(Cl)cc2)c([N+](=O)[O-])c1 (configuration not stated)
→ -13.1% | -18.9% | u | 11.7% | -15.3% | 16.0 | -0.4% | -13.8% | 13.9%
Fc1cccc(Cl)c1CNc1n[nH]c(-c2ccco2)n1
→ -15.8% | -0.5% | 32.1%[activator] | x | -1.2% | 7.5&-9.3 | -9.8% | -14.4% | 28.3%
O=C(c1ccc(F)cc1)N1CCC(C(=O)N2CCN(S(=O)(=O)c3cccc(F)c3)CC2)CC1
→ -14.5% | x | 9.4% | 9.6% | -4.4% | -1.0 | 3.8% | x | x
O=C(O/N=C\c1ccc(N2CCCCC2)c([N+](=O)[O-])c1)c1cccc(C(F)(F)F)c1
→ -2.0% | 0.2% | 0.9% | -4.1% | -0.9% | -3.3 | -12.1% | -3.2% | -2.1%
Cn1c(=O)n(CC(N)=O)c2ccccc21
→ -3.4% | -9.9% | 0.2% | 15.8% | -2.4% | -6.5 | -11.0% | -2.6% | 2.9%
COc1ccc(Nc2nc(C)c3ccccc3n2)cc1
→ -18.8% | 2.1% | -1.3% | -5.6% | 6.1% | -6.4 | -1.4% | -1.3% | -6.9%
Cc1c(C(=O)Nc2cccc(C(F)(F)F)c2)oc2ccc3c(c12)C(=O)CC(C)(C)O3
→ -16.0% | -7.5% | 13.5% | x | -0.7% | -2.9 | -2.2% | -3.2% | 16.0%
CCOc1ccc2nc(NCCCNC(=O)c3cc(OC)c(OC)c(OC)c3)c(C#N)cc2c1
→ -22.9% | 59.0%[activator] | 27.8% | -2.4% | -4.7% | 2.1 | -0.6% | -4.6% | 2.3%
C=CCC[C@H](Cc1ccc(F)cc1)C(=O)OC[C@@H](Cc1c[nH]c2ccccc12)NC(=O)[C@@H](CC=C)CC(=O)N[C@@H](CO)Cc1ccccc1
→ -5.9% | x | -10.3% | -4.5% | -0.5% | -2.5 | -0.1% | x | x
Cc1ccc(Cl)c(OCCCN(C)Cc2ccccc2)c1
→ -9.4% | -7.0% | 43.6%[activator] | -4.7% | -3.5% | -15.0 | 0.3% | -3.1% | -4.0%
COc1cccc(C(=O)Nc2ccc(S(=O)(=O)N(Cc3ccccc3)c3ccccc3)cc2)c1
→ -6.6% | 10.3% | -0.9% | x | -0.3% | -7.0 | 3.0% | -10.7% | -6.8%
CCc1ccc(NC(=O)c2cc(S(=O)(=O)N3CCCCCC3)ccc2F)cc1
→ -22.8% | -6.2% | 5.3% | x | -1.2% | 1.2 | 0.6%[60.1 µM] | -2.1% | 2.0%

Record cards (already shown). Order of screens: Pol eta inh, Anesthetic bind, POLI inh, APEX1 inh, Glioma ERSR ind, LDHA block, POLK inh, BLM helicase inh, POLB inh
Entry for `Cn1c(=O)n(CC(N)=O)c2ccccc21` : -3.4%, -9.9%, 0.2%, 15.8%, -2.4%, -6.5, -11.0%, -2.6%, 2.9%
Entry for `CCc1ccc(NC(=O)c2cc(S(=O)(=O)N3CCCCCC3)ccc2F)cc1` : -22.8%, -6.2%, 5.3%, x, -1.2%, 1.2, 0.6%[60.1 µM], -2.1%, 2.0%

The list goes on.
The line under a structure holds: Pol eta inh | Anesthetic bind | POLI inh | APEX1 inh | Glioma ERSR ind | LDHA block | POLK inh | BLM helicase inh | POLB inh
COc1ccc(N(C(=O)c2cccc([N+](=O)[O-])c2)S(=O)(=O)c2ccc3c(c2)n(C)c(=O)n3C)cc1
→ -5.3% | -10.5% | 18.3% | 6.8% | 6.8% | -1.7 | -7.9% | -4.8% | 16.9%
Cn1ccc2c(OCC(=O)Nc3cc(C(F)(F)F)ccc3Cl)cccc2c1=O
→ -20.6% | -3.8% | 22.3% | x | 0.9% | -4.3 | -3.3%[60.1 µM] | -9.8% | u
Cc1ccc(OC(C)C(=O)N2CCc3ccccc32)cc1 (configuration not stated)
→ -10.7% | -12.7% | 4.1% | 1.2% | -4.9% | -2.0 | -11.8% | -0.3% | 22.3%
CC(=O)C[C@@H](O)CC(=O)[C@H]1OC(=O)[C@H](C)C/C=C\Cc2ccccc21
→ -7.7% | x | 17.1% | 28.7% | 2.0% | 3.2 | 17.0% | x | x
